Compound activity: PubChem BioAssay, several laboratories
Insulin prom up: insulin promoter activators in MIN6 cells, imaging, high-content screening, mouse beta cells; 190,000 tested, 0.3% active; MIN6 insulin promoter-GFP reporter; stronger effect = higher value; z-score at 5 µM;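 active = z-score above 3 at 5 µM with at least 500 cells counted in the well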
NOD1 inhibition: NOD1 signaling inhibitors, primary screen, cell-based, luminescence, uHTS (AID 1578); inhibition, % at 4 µM; hits with a dose series show EC50 in µM; NOD1-driven NF-kB luciferase reporter cells, luminescence; higher % means a stronger effect; 290,000 tested, 1% active; in the data active = inhibition mostly above about 36%, no sharp cut-off; inactive = mostly below about 34%;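 note: HEK-293T reporter cells stimulated with the NOD1 agonist gamma-tri-DAP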
Autophagy HCS: autophagy modulators in MEF cells, primary screen, imaging, high-content, MEF GFP-LC3; MEF GFP-LC3 puncta imaging; test concentration mostly 10 µM; calls only at 10 µM (by protocol); 190,000 tested, 0.98% active;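 active = percentage of spot-positive cells more than 3 SD above its plate mean, without a fluorescence outlier flag or 80% toxicity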;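 note: spot-positive cell cutoff set from DMSO-treated cells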
Yfh1-off respiration: enhancers of respiration in Yfh1-depleted yeast, dose response, Friedreich's ataxia, plus single-dose screen (AID 1465); S. cerevisiae Yfh1-off respiration, WST-1 reduction, 72 h; higher fold induction means a stronger effect; fold induction at 50 µM, or EC50 in µM where a hit was titrated; 220,000 tested, 0.074% active;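 active = fold induction of absorbance versus untreated yeast above a set limit, then at least 30% activation at any dose in follow-up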;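 note: activators that raise dye reduction in frataxin-depleted yeast; strong numbers were not always called active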
Dynein cargo inh: inhibitors of GR-EGFP nuclear translocation, primary screen, dynein cargo transport inhibitor project, imaging, high-content, 3617.4 mouse cells. 220,000 tested, 0.47% active. z-score, hits read low. test concentration mostly 20 µM; stimulated with dexamethasone, 1 µM; stronger effect = lower value;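 active = plate z-score of nuclear minus cytoplasmic receptor signal below a set negative limit, without overly bright fluorescence or cell loss, cut at about -3.5 in these data, passing the limit was not always enough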;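 note: z-score of nuclear minus cytoplasmic ring GR-EGFP intensity difference per well; some compounds called inactive have numbers as strong as hits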
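Buffer or medium – tet-free medium with charcoal-stripped serum · Signal – automated 10x imaging of fixed Hoechst-stained cells · Also added – dexamethasone agonist, 1.0 µM final, for 30 min · Incubation – induction 48 h, compound 1 h, agonist 30 min · Read-out – GR-EGFP nuclear translocation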
b-catenin transl: modulators of beta-catenin nuclear translocation, primary screen, imaging, HeLa cells, immunofluorescence, high-content. nuclear translocation activity, % at 5 µM. 190,000 tested, 0.3% active. AID 1665, 2009;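 active = nuclear translocation activity above 50% at 5 µM, with a well cell count of 50 or more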;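 note: per-cell ratio of nuclear to cytoplasmic median beta-catenin stain intensity; plate controls were DMSO negative control for no effect and GSK-3 inhibitor IX positive control for full effect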
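Test system: human HeLa cell line; Doses: 5 µM primary, 0.02–20 µM confirmation; Incubation: 24 h compound exposure, 37°C; Detection: beta-catenin immunofluorescence imaging with DAPI; Read-out: beta-catenin nuclear/cytoplasmic ratio, % activation.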
P. falciparum M17LAP: P. falciparum M17LAP inhibitors, primary screen, biochemical, fluorogenic H-Leu-NHMec substrate, 1536-well (AID 1619) | recombinant M17LAP, H-Leu-NHMec fluorogenic kinetic assay; higher % means a stronger effect | inhibition, % at 30 µM; hits with a dose series show IC50 in µM | 220,000 tested, 0.38% active;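 active = compound inhibiting the enzyme by more than half at any dose during confirmatory dose-response retesting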;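 note: plate controls were full reaction with DMSO carrier for no effect and no enzyme background for full effect; strong numbers were not always called active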
NOD2 inhibition: NOD2 signaling inhibitors, cell-based, luminescence, uHTS, HEK293 (AID 1566); HEK293 NOD2/NF-kB luciferase reporter, luminescence; higher % means a stronger effect; one-dose inhibition, % at 4 µM; EC50 in µM for titrated hits; 290,000 tested, 0.63% active; in the data active = inhibition above about 50%; note: many of its hits are not listed in these tables
MT stabilize HCS: microtubule stabilizers in HeLa cells, primary screen, imaging, high-content imaging; HeLa tubulin immunostaining HCS, 24 h; share of cells brighter than vehicle mean+2SD; % tubulin-high responders, % at 10 µM; 200,000 tested, 0.83% active;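 active = plate Z-score above 3 for both tubulin-high and condensed-nucleus cell shares, with cell loss under 80%, at 10 µM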;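 note: anti alpha tubulin signal scored within the nucleus-defined area of each cell; some results filed as inactive read as strong as hits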
Dynein cargo inh cytoplasmic EGFP: second read-out of Dynein cargo inh, no call of its own (marks repeat the call); z-score; measured here: cytoplasmic GR-EGFP intensity; stronger effect = higher value
Dynein cargo inh nuclear GR-EGFP: second read-out of Dynein cargo inh, no call of its own (marks repeat the call); z-score; measured here: nuclear GR-EGFP intensity;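 lower value marks the stronger effect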
Dynein cargo inh cell count: second read-out of Dynein cargo inh, no call of its own (marks repeat the call); z-score; measured here: cell count per field
Insulin prom up cell count: second read-out of Insulin prom up, no call of its own (marks repeat the call); cell count; measured here: cytotoxicity, nuclei count;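 total cells summed across four imaged fields per well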
b-catenin transl cell count 5 µM: second read-out of b-catenin transl, no call of its own (marks repeat the call); cell count; measured here: cell count, cytotoxicity flag
MT stabilize HCS Hoechst-high %: also measured in MT stabilize HCS; calls as there; % Hoechst-high responders; measured here: nuclear condensation Hoechst responders;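 share of cells brighter than vehicle mean plus two SD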
MT stabilize HCS cytotoxicity %: also measured in MT stabilize HCS; calls as there; toxicity, %; measured here: cytotoxicity by cell density;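 0% = mean cell density of plate MIN control wells and 100% = no cells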
Autophagy HCS cell loss 18 h: further read-out of Autophagy HCS, marked with its call; toxicity, %; measured here: cell loss, nuclei count;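 cell loss after 18 h compound exposure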
* marks the source's active call; other numbers are inactive results.

For CCOc1ccc(N2C(=O)C(=O)/C(=C(/O)c3ccccc3)C2c2ccccc2[N+](=O)[O-])cc1 (stereo not given) the results were Insulin prom up -0.57, NOD1 inhibition 0%, Yfh1-off respiration inactive, Dynein cargo inh -0.22, b-catenin transl 1.7, P. falciparum M17LAP 8%, NOD2 inhibition -4%, Dynein cargo inh cytoplasmic EGFP -0.21, Dynein cargo inh nuclear GR-EGFP -0.37, Dynein cargo inh cell count 0.24, Insulin prom up cell count 1474 and b-catenin transl cell count 5 µM 1293.
C/C(=N\NC(=O)C1(C)CC1(Br)Br)c1ccc(NC(=O)C2CCC2)cc1 (stereo not given) was read as Insulin prom up -1.2, NOD1 inhibition -15%, Autophagy HCS inactive, Yfh1-off respiration inactive, Dynein cargo inh -0.25, b-catenin transl -1.2, P. falciparum M17LAP 8%, NOD2 inhibition 2%, MT stabilize HCS 11, Dynein cargo inh cytoplasmic EGFP -0.15, Dynein cargo inh nuclear GR-EGFP 0.9, Dynein cargo inh cell count -0.46, Insulin prom up cell count 1211, b-catenin transl cell count 5 µM 585, MT stabilize HCS Hoechst-high % 11, MT stabilize HCS cytotoxicity % 18 and Autophagy HCS cell loss 18 h 3.
`COc1cccc(CCc2nnc(CCC(=O)NC(C)c3c(C)nn(C)c3C)o2)c1` (stereo not given) gave Insulin prom up 0.78, NOD1 inhibition -14%, Autophagy HCS inactive, Yfh1-off respiration inactive, Dynein cargo inh -0.11, b-catenin transl -1.6, P. falciparum M17LAP 17%, NOD2 inhibition 3%, MT stabilize HCS 1.5, Dynein cargo inh cytoplasmic EGFP -0.29, Dynein cargo inh nuclear GR-EGFP -0.056, Dynein cargo inh cell count 0.59, Insulin prom up cell count 1469, b-catenin transl cell count 5 µM 1017, MT stabilize HCS Hoechst-high % 1.5, MT stabilize HCS cytotoxicity % 7.8 and Autophagy HCS cell loss 18 h -11.
Screening OCCn1c(-c2ccccc2)csc1=Nc1ccccc1 returned Insulin prom up -0.15, NOD1 inhibition 0%, Autophagy HCS inactive, Yfh1-off respiration inactive, Dynein cargo inh -0.27, P. falciparum M17LAP 28%, NOD2 inhibition 0%, MT stabilize HCS 3.0, Dynein cargo inh cytoplasmic EGFP -0.28, Dynein cargo inh nuclear GR-EGFP -0.52, Dynein cargo inh cell count 0.64, Insulin prom up cell count 1157, MT stabilize HCS Hoechst-high % 3.5, MT stabilize HCS cytotoxicity % 2.6 and Autophagy HCS cell loss 18 h -5.
`O=C(Nc1cccc(Cl)c1)c1cccc(Oc2ccc([N+](=O)[O-])cc2Cl)c1` gave Insulin prom up 0.25, NOD1 inhibition 66%, Autophagy HCS inactive, Yfh1-off respiration inactive, Dynein cargo inh 0.23, b-catenin transl 7.6, P. falciparum M17LAP 8%, NOD2 inhibition -13%, MT stabilize HCS 7.9, Dynein cargo inh cytoplasmic EGFP 0.054, Dynein cargo inh nuclear GR-EGFP 0.69, Dynein cargo inh cell count -0.23, Insulin prom up cell count 1376, b-catenin transl cell count 5 µM 1103, MT stabilize HCS Hoechst-high % 5.7, MT stabilize HCS cytotoxicity % 15 and Autophagy HCS cell loss 18 h 1.
Cc1ccc(-n2c(-c3cnccn3)n[nH]c2=S)cc1 was read as Insulin prom up 0.3, NOD1 inhibition -25%, Autophagy HCS inactive, Yfh1-off respiration inactive, Dynein cargo inh -0.37, b-catenin transl -1.1, P. falciparum M17LAP -1%, NOD2 inhibition 14%, MT stabilize HCS 4.2, Dynein cargo inh cytoplasmic EGFP -0.19, Dynein cargo inh nuclear GR-EGFP 0.42, Dynein cargo inh cell count 0.9, Insulin prom up cell count 1561, b-catenin transl cell count 5 µM 1088, MT stabilize HCS Hoechst-high % 3.9, MT stabilize HCS cytotoxicity % 7.6 and Autophagy HCS cell loss 18 h -9.
CC(=O)CC(C)(C)Nc1nc2ccc([N+](=O)[O-])cc2o1 was read as Insulin prom up -0.2, NOD1 inhibition -1%, Yfh1-off respiration inactive, Dynein cargo inh 1.8, b-catenin transl -0.7, P. falciparum M17LAP 13%, NOD2 inhibition 3%, Dynein cargo inh cytoplasmic EGFP -0.14, Dynein cargo inh nuclear GR-EGFP 0.84, Dynein cargo inh cell count -1.7, Insulin prom up cell count 1087 and b-catenin transl cell count 5 µM 1356.
Cc1ccccc1Nc1nnc(SCC(=O)c2cc3ccccc3o2)s1 was read as Insulin prom up 0.33, NOD1 inhibition -5%, Autophagy HCS inactive, Yfh1-off respiration inactive, Dynein cargo inh -0.46, b-catenin transl -1.7, P. falciparum M17LAP 43%, NOD2 inhibition 2%, MT stabilize HCS 1.5, Dynein cargo inh cytoplasmic EGFP -0.32, Dynein cargo inh nuclear GR-EGFP -0.48, Dynein cargo inh cell count 0.39, Insulin prom up cell count 1367, b-catenin transl cell count 5 µM 537, MT stabilize HCS Hoechst-high % 3.5, MT stabilize HCS cytotoxicity % 10 and Autophagy HCS cell loss 18 h 16.
Screening Cc1nn(C)c(C(=O)N2CCc3ccccc32)c1Br returned Insulin prom up 0.53, NOD1 inhibition -50%, Autophagy HCS inactive, Yfh1-off respiration inactive, Dynein cargo inh -0.21, b-catenin transl -2.3, P. falciparum M17LAP 5%, NOD2 inhibition -27%, MT stabilize HCS 1.4, Dynein cargo inh cytoplasmic EGFP -0.28, Dynein cargo inh nuclear GR-EGFP -0.17, Dynein cargo inh cell count 0.62, Insulin prom up cell count 1392, b-catenin transl cell count 5 µM 560, MT stabilize HCS Hoechst-high % 1.8, MT stabilize HCS cytotoxicity % 4.8 and Autophagy HCS cell loss 18 h 19.
`Cc1nc2ncnn2c(C)c1CCC(=O)NCCc1ccccc1` gave Insulin prom up 0.25, NOD1 inhibition 13%, Autophagy HCS inactive, Yfh1-off respiration inactive, Dynein cargo inh 2.4, b-catenin transl 3.8, P. falciparum M17LAP 5%, NOD2 inhibition -12%, MT stabilize HCS 4.9, Dynein cargo inh cytoplasmic EGFP -0.056, Dynein cargo inh nuclear GR-EGFP 1.8, Dynein cargo inh cell count -1.7, Insulin prom up cell count 752, b-catenin transl cell count 5 µM 1084, MT stabilize HCS Hoechst-high % 1.8, MT stabilize HCS cytotoxicity % 2.2 and Autophagy HCS cell loss 18 h -1.
`CCN1CCN(C(=O)c2ccc3c(=O)n(CCC4=CCCCC4)c(=O)[nH]c3c2)CC1` gave NOD1 inhibition -12%, Autophagy HCS inactive, Yfh1-off respiration inactive, Dynein cargo inh -0.12, b-catenin transl 6.3, P. falciparum M17LAP -2%, NOD2 inhibition 16%, MT stabilize HCS 1.7, Dynein cargo inh cytoplasmic EGFP -0.28, Dynein cargo inh nuclear GR-EGFP 0.15, Dynein cargo inh cell count 1, b-catenin transl cell count 5 µM 531, MT stabilize HCS Hoechst-high % 2.1, MT stabilize HCS cytotoxicity % 0.4 and Autophagy HCS cell loss 18 h 0.
Screening Cc1cc(=O)[nH]c(SCC(=O)N2CCC(C(N)=O)CC2)n1 returned Insulin prom up 0.26, NOD1 inhibition -17%, Autophagy HCS inactive, Yfh1-off respiration inactive, Dynein cargo inh -0.69, b-catenin transl 1.6, P. falciparum M17LAP 7%, NOD2 inhibition 0%, MT stabilize HCS 1.5, Dynein cargo inh cytoplasmic EGFP -0.28, Dynein cargo inh nuclear GR-EGFP -0.12, Dynein cargo inh cell count 0.31, Insulin prom up cell count 1296, b-catenin transl cell count 5 µM 1072, MT stabilize HCS Hoechst-high % 1.8, MT stabilize HCS cytotoxicity % 18 and Autophagy HCS cell loss 18 h -6.
CCN(CC)CCCN=Cc1c(O)n(-c2ccc(C)cc2)c(=O)c2ccccc12 was read as Insulin prom up -0.09, NOD1 inhibition -1%, Yfh1-off respiration inactive, Dynein cargo inh 0.061, b-catenin transl -0.1, P. falciparum M17LAP 10%, NOD2 inhibition 23%, Dynein cargo inh cytoplasmic EGFP -0.27, Dynein cargo inh nuclear GR-EGFP -0.051, Dynein cargo inh cell count 0.13, Insulin prom up cell count 1082 and b-catenin transl cell count 5 µM 1346.
For Cc1c(-n2c(O)c(C3=c4ccccc4=NC3=O)sc2=S)c(=O)n(-c2ccccc2)n1C the results were NOD1 inhibition -43%, Autophagy HCS inactive, Yfh1-off respiration inactive, Dynein cargo inh -0.0055, b-catenin transl 3.3, P. falciparum M17LAP 6%, NOD2 inhibition 18%, MT stabilize HCS 3.4, Dynein cargo inh cytoplasmic EGFP -0.25, Dynein cargo inh nuclear GR-EGFP 0.015, Dynein cargo inh cell count -1.1, b-catenin transl cell count 5 µM 1003, MT stabilize HCS Hoechst-high % 2.3, MT stabilize HCS cytotoxicity % 3.3 and Autophagy HCS cell loss 18 h 8.

An excerpt (hit frequency here may not be typical).
